# Screens from PubChem.
# MC4R ag barr – human MC4R agonism via beta-arrestin | activation, % at 8.9 µM | P32245 | AID 540308 | U2OS MC4R beta-arrestin complementation, luminescence; percent of melanotan II response, DMSO zero | 360,000 compounds, 0.98% hits;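 active means activation above a per-plate cutoff, the mean activation of sample wells on that plate plus 3 SD, cut at about 8% in these data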
# N-glyco inh – blocks N-linked glycosylation in D54 reporter cells | D54 ERlucT glycosylation luciferase reporter, 24 h; percent of 100 nM tunicamycin response | reporter increase, % at 12.5 µM | 360,000 compounds, 0.23% hits | AID 588692;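 active means mean luciferase reporter signal, scaled so untreated is 0 and the glycosylation-blocking control 100, at or above a set limit in every replicate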;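 further: luciferase carries N-glycosylation sites so blocking glycosylation raises the light; 0% = median of neutral control wells and 100% = median of 100 nM tunicamycin wells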
# TLR9-MyD88 inh – blocks human TLR9 binding to MyD88; AID 504734; CHO BLA complementation TLR9-MyD88, CCF4 FRET ratio; inhibition, % at 4.98 µM; 340,000 compounds, 0.21% hits;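 active means inhibition above the mean over all tested compounds plus 3 SD, cut at about 21% in these data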;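 further: 0% = DMSO only wells and 100% = clavulanate BLA inhibitor control wells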
# H9c2 protect – modulators protecting cardiomyocytes from myocardial damage; AID 588492; 360,000 compounds, 0.63% hits; protection from H2O2 cell death, % at 20 µM; H9c2 cardiomyocytes, H2O2 injury protection, ATPLite, 2 h;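 active means compounds giving at least 50% protection of heart cells from peroxide-induced death in the single-dose screen, raw or plate-pattern-corrected value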;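 further: 0% = DMSO wells with peroxide and 100% = DMSO wells without peroxide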
# NOD2-RIPK2 inh – inhibitors of human NOD2-RIPK2 interaction; AID 624267; 360,000 compounds, 0.38% hits; inhibition, % at 4.98 µM; CHO BLA complementation NOD2-RIPK2, CCF4 ratio; O43353; in the data active means inhibition above about 21%;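 further: 0% = vehicle only and 100% = reference blocker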
# ABHD5-PLIN5 inh – inhibitors of human ABHD5-perilipin-5 interaction; Q00G26+Q8WTS1; Split G. princeps luciferase complementation, luminescence, 4 h; 360,000 compounds, 0.78% hits; inhibition, % at 4 µM; AID 602281;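 active means inhibition above the mean inhibition across every tested compound plus 3 SD, cut at about 22% in these data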;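 further: 0% = DMSO only wells and the 100% control is not disclosed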
# ABCB6 inh 2 – human ABCB6 transporter inhibition | Q9NP58 | K562-ABCB6 porphyrin accumulation, flow cytometry, 1 h; stronger effect = lower value | fluorescence ratio to DMSO, % at 10 µM | 360,000 compounds, 0.19% hits;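 active means fluorescence ratio to DMSO below 75%, the collection mean minus 3 SD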;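 further: signal is porphyrin accumulated inside mitochondria; 100% equals median channel fluorescence of DMSO control wells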
# MC4R antag cAMP – antagonists of human melanocortin 4 receptor (MC4R). AID 540295. P32245. inhibition, % at 6.5 µM. MC4R-expressing cells, MTII-stimulated cAMP, LANCE TR-FRET. 360,000 compounds, 0.48% hits;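 active means inhibition above its plate's cutoff, the mean of tested wells on that plate plus 3 SD, cut at about 29% in these data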;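 further: 0% = Melanotan II alone and 100% = Melanotan II plus saturating MCL0020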
#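 Material – human MC4R-expressing U2OS cells · Repeats – no replicates · Detection – TR-FRET with Eu-cAMP and labeled anti-cAMP, 671 nm · Times – compound 30 min, challenge 1 h, detection 1 h · Compound – single nominal compound dose of 6.5 µM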
# m5-HT2A agonist – agonists of mouse serotonin 5-HT2A receptor (HTR2A); P35363; CHO-K1 mHTR2A beta-arrestin complementation, luminescence; percent of 30 µM serotonin response; activation, % at 7.6 µM; 360,000 compounds, 0.66% hits; AID 624169;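 active means activation above a run cutoff, the mean activation of all tested compounds plus 3 SD, cut at about 14% in these data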;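 further: 0% = plate median of compound wells and 100% = 30 µM serotonin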
# NCOA2 inhibitor – inhibits human steroid receptor coactivator 2 | AID 651957 | Q15596 | 370,000 compounds, 0.17% hits | HEK293 GAL4-SRC2 luciferase reporter, luminescence | inhibition, % at 9 µM;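 active means inhibition above the mean inhibition of all tested compounds plus 3 SD, set per campaign, cut at about 52% in these data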;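 further: 0% = DMSO treated cells and 100% = cells given Gossypol at 36 µM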
# Active calls of the source: *; . = no result given. Not all compounds are listed; count on the stated rates, not on these rows.
SMILES,MC4R ag barr,N-glyco inh,TLR9-MyD88 inh,H9c2 protect,NOD2-RIPK2 inh,ABHD5-PLIN5 inh,ABCB6 inh 2,MC4R antag cAMP,m5-HT2A agonist,NCOA2 inhibitor
Cc1ccc2cc(C#N)c(NCc3ccccc3)nc2c1,-0.5,0,-6,-6,-4,-5,97,5,-1,12
COc1ccc(N(Cc2ccccc2)S(=O)(=O)c2cccc(C(=O)O)c2)cc1,0.2,-1,-7,4,-5,-2,100,9,0,11
O=C(c1ccccc1F)N1CCN(C(=O)C(c2ccccc2)c2ccccc2)CC1,-2.1,-2,4,1,-1,1,97,2,-1,-25
O=C(C1CCCC1)N1CCN(S(=O)(=O)c2ccc(F)c(F)c2F)CC1,-2.9,-1,0,3,-8,-1,95,9,4,-12
O=C(Oc1ccc(Br)cc1C(=S)N1CCOCC1)c1ccc(F)cc1,-2.9,1,7,-1,-15,-4,101,11,0,.
Cc1cc(NC(=O)COC(=O)/C=C/c2ccc(C)o2)no1,-4.3,0,-1,8,2,-4,97,-3,8,15
CC(C)CNC(=S)N1CCC(C(=O)c2ccc3c(c2)OCCO3)CC1,-2.6,-1,-9,4,-2,6,96,-9,-5,-1
COc1ccc(S(=O)(=O)NC2CCCCC2)cc1-n1cnnn1,0.1,-3,1,-7,3,3,104,-2,4,-10
CC(C)(CC(=O)O)CC(=O)Nc1ccc(Cl)c(Cl)c1,-1.4,2,-12,5,0,-3,100,3,2,-25
Cc1cc(C)nc(N2N=C(C(F)(F)F)CC2=O)n1,-1.8,2,7,-5,-3,0,99,-2,-2,-28
Cc1c(Cc2ccccc2)sc(NC(=O)c2ccco2)c1C(N)=O,9.7*,0,3,-19,17,5,104,-7,7,-22
Cc1ccccc1NC(=O)c1ccc(Cl)c(NC(=O)c2ccncc2)c1,-1.6,0,-3,5,2,4,104,6,0,6
CC1(C(=O)Nc2ccccc2)Cc2c(-c3ccc4c(c3)OCO4)ccnc2O1 (configuration not stated),0.1,2,.,1,-6,-2,99,18,0,-13
O=c1nc2n(c3c4c(sc13)CCC4)CCC2,-1.5,4,-20,7,-5,-3,83,-2,0,26
O=[N+]([O-])c1ccccc1CN1CCN(Cc2ccc3ccccc3c2)CC1,2.5,0,8,2,-17,-5,91,-5,-1,8
CCOC(=O)C1=CN(Cc2ccco2)S(=O)(=O)NC1CC (configuration not stated),-0.2,0,-5,8,-6,12,100,-1,-5,1
CCN(CC(=O)Nc1ccc(NC(C)=O)cc1)C(=O)CC1OC(=O)c2ccccc21 (configuration not stated),-1.7,0,-2,-2,-1,9,100,8,-1,-20
Cc1cc(=O)n2nc(N3CCCC(C(=O)NCCCN4CCc5ccccc5C4)C3)sc2n1 (configuration not stated),-0.9,3,1,4,-2,4,.,4,1,-16
C=CCn1c(SCC(=O)N2CCN(c3ccc(F)cc3)CC2)nnc1-c1cccs1,-0.3,0,-4,-10,4,-2,101,16,4,13
CCN1CCC(=NNC(=O)CC23CC4CC(CC(C4)C2)C3)CC1,-0.1,-2,-2,-3,-2,-2,98,7,-10,6
COc1cccc(NC(=O)Nc2nnc(N3CCCCC3C)s2)c1 (configuration not stated),1.0,-1,-5,-31,-5,6,100,-7,3,-33
COc1cc(/C=C/C(=O)OC(C)C(=O)Nc2ccc(Cl)cn2)ccc1OC(F)F (configuration not stated),1.3,0,6,-1,1,3,100,5,-2,-4
COC(=O)c1ccccc1S(=O)(=O)N1CCC(C(=O)OCc2ccc([N+](=O)[O-])cc2)CC1,-1.0,2,-7,2,-5,3,92,7,-2,-10
COC(=O)c1sc(N2C(=O)C(O)=C(C(=O)c3ccc(C)o3)C2c2cccs2)nc1C (configuration not stated),0.9,0,-8,7,-6,10,110,-6,-3,-28
COc1ccc(/C=N/NC(=O)C(O)(c2ccccc2)c2ccccc2)cc1OC,-2.2,-1,-10,1,-9,-1,118,-7,2,12
FC(F)(F)c1ccc(Cl)c(NC(=S)N/N=C/c2ccccc2C(F)(F)F)c1,1.5,1,0,1,-6,4,96,7,-7,10
CC(=O)Nc1cccc(NC(=O)C(=O)NCC(c2ccco2)N2CCc3ccccc32)c1 (configuration not stated),1.0,0,-7,-6,7,6,95,5,4,13
O=S1(=O)N[C@@H](CC2=CCCCC2)C2CCCCC2O1 (some centres not stated),-0.4,1,0,3,-2,-2,97,-4,7,-14
COc1ccc(CCN=C2SCC(=O)N2C)cc1OC,0.5,0,-1,1,-14,8,98,10,1,-6
CN1CCN(CCC(=O)N/N=C/c2cc([N+](=O)[O-])ccc2OC(F)F)CC1,-0.2,0,6,3,-6,4,99,13,-5,-8
CCOC(=O)/C=C1\CC(C(=O)OCC)Oc2ccccc21 (configuration not stated),-0.9,1,-4,10,1,6,98,7,3,-36
Cc1cc(C)cc(NC(=O)COc2coc(CN3CCN(c4ccccc4)CC3)cc2=O)c1,-1.1,-3,-9,-3,9,2,94,-3,7,15
COc1cccc(/C=N/NC(=O)c2nnn(-c3nonc3N)c2C(C)C)c1,-0.2,4,2,6,-10,-2,97,-5,4,-3
O=C(Nc1ccccc1)c1ccc[n+](Cc2ccc([N+](=O)[O-])cc2)c1,-1.0,8,1,4,1,2,105,-4,1,0
CCCCN(C=O)c1c(CC)nc2c(OCC3CCCCC3)cccn12,-1.9,-2,.,-8,-1,4,98,7,-3,-16
O=C(NNC1=NCCC1)c1cccc(S(=O)(=O)N2CCCC2)c1,-2.4,-2,-5,0,-7,-1,106,17,2,16
CC(=O)NC1=NN(C(C)=O)C(C)(c2ccccc2)S1 (configuration not stated),-0.3,6,-10,10,1,-2,92,-2,1,7
COc1cccc(CN2CCC2(C)C(=O)Nc2ccc3c(c2)OCO3)c1F (configuration not stated),1.4,0,.,-3,-10,1,93,6,-3,18
O=C(Nc1ccc(Cl)c(Cl)c1)N1N=CCC1c1ccccc1 (configuration not stated),-1.1,-1,3,-13,-3,0,95,13,1,3
Cc1cc(NC(=O)COn2nnc3ccccc32)no1,1.2,2,-10,3,5,-2,104,15,-4,-10
COc1ccc(C)cc1NC(=S)N1CC(C)OC(C)C1 (configuration not stated),-3.1,1,-4,4,-5,-3,103,2,-3,9
CCOC(=O)C1(CCOc2ccccc2)CCN(Cc2ccc(C(=O)OC)cc2)CC1,-0.2,-4,3,-16,10,0,96,2,-6,10
COC(=O)CCCCCC(CCC(=O)OC)NC(C)=O (configuration not stated),0.9,1,-6,9,-8,-5,99,0,1,-16
CCn1ncc(C2=NOC(C(=O)Nc3cccc(O)c3)C2)c1C (configuration not stated),-2.2,-1,0,-11,-4,-3,89,15,-1,-4
CN(C)C(=O)COc1ccc(S(=O)(=O)c2ccc(OCC(=O)N(C)C)cc2)cc1,-0.9,0,15,6,-7,-1,95,6,4,3
O=C1CCC(C(=O)OC(C(=O)Nc2ccc([N+](=O)[O-])cc2Br)c2ccccc2)=NN1 (configuration not stated),-1.1,-5,1,-3,2,-2,101,-1,6,19
Cc1cc(Cl)ccc1OCC(=O)NNC(=O)c1cnccn1,-1.7,2,3,27,-5,3,98,16,1,0
Cc1ccc2c(c1)[C@H]1[C@H](CO2)[C@H](c2ccccc2)[C@]2(C)C(=O)Nc3ccccc3C(=O)N12,0.1,13,-10,-4,-3,-10,101,7,-7,-2
CCOC(=O)N1CCN(C(=O)Cc2cccs2)CC1,-2.9,0,3,-3,2,3,108,7,11,-4
CC1(C)OC(=O)C(=CNc2ncccn2)C(=O)O1,2.7,0,3,-1,-10,5,99,17,5,-19
CN1CCN(NC(=O)c2cn(-c3ccccc3)nc2-c2cccs2)CC1,-0.2,1,2,-2,0,-5,98,-4,0,11
CCN(CC)CCOc1ccc(-c2c(C)c3c(ccc4ccccc43)oc2=O)cc1,1.0,2,-2,-3,-9,6,95,7,-7,7
Fc1ccc(-n2cc(-c3ccccc3)c3c(=S)nc[nH]c32)cc1,-1.9,-2,1,85*,-1,-4,96,10,8,-29
CC(C)CCc1noc(CN(C)CC2CCN(Cc3ccccc3)CC2)n1,-3.4,-2,-1,3,-3,-5,101,1,-4,-6
O=C(CN1CCN(c2ncccn2)CC1)N(Cc1ccccc1)c1ccc(F)cc1,-0.9,2,11,4,-5,3,93,2,2,-7
O=C(Nc1ccccn1)NC1CCCCC1,0.3,0,-6,-7,-3,0,97,-8,-2,-3
N#Cc1cnn(-c2ccccc2)c1NC(=O)CN1CCN(c2ccccc2)CC1,-1.4,0,.,1,-12,0,91,4,-6,-13
Cc1cc(=O)oc2cc(OCC(=O)N3CCC(C(N)=O)CC3)ccc12,-1.4,1,-7,0,5,-6,102,6,3,-7
COc1ccc(N2CC(C(=O)Nc3cccc(OC(C)C)c3)CC2=O)cc1 (configuration not stated),1.7,0,0,-5,-7,-1,96,3,1,3
Cc1ccc(N(C(=O)CCCC(=O)Nc2ccccn2)C(C(=O)NC2CCCC2)c2ccc(O)cc2)cc1C (configuration not stated),-0.9,0,3,0,8,9,101,-3,0,-28
# New compounds follow:
SMILES,MC4R ag barr,N-glyco inh,TLR9-MyD88 inh,H9c2 protect,NOD2-RIPK2 inh,ABHD5-PLIN5 inh,ABCB6 inh 2,MC4R antag cAMP,m5-HT2A agonist,NCOA2 inhibitor
O=C(NCCCn1ccnc1)c1cccc(S(=O)(=O)N2CCCCCC2)c1,-0.4,1,-8,-17,0,1,97,1,4,8
CN1CCN(C(=O)c2cc(Cl)cc(Cl)c2)CC1,-0.3,-1,-6,1,5,3,95,1,5,25
COc1ccc(CN2CCCC(N3CCN(c4cccc(Cl)c4)CC3)C2)cc1OC (configuration not stated),0.2,-2,1,-1,1,-2,97,10,-6,-11
O=C(O)c1ccccc1Sc1ccccc1S(=O)(=O)NC1CCCCC1,1.6,0,.,8,-4,-7,102,14,2,-5
CC(=O)Oc1ccc(N2C(=O)C3C(C2=O)C(C(=O)c2ccc(Cl)cc2)N2CCCC32)cc1 (configuration not stated),0.1,10,-2,-4,-4,13,104,15,-1,-6
Cn1ccnc1Sc1nc2ccccc2nc1NS(=O)(=O)c1ccccc1,-1.1,-1,-2,3,-18,-3,106,11,2,-22
O=C(NCc1ccccc1)c1cnc(Cc2c[nH]c3ccccc23)c(I)c1,3.7,1,.,-4,-3,11,102,19,-9,6
CN(C)c1ccc(/C=N\NC(=O)c2cccc3cc[nH]c23)cc1,0.0,6,-4,-4,-1,5,101,7,1,-38
C[C@H](CO)N1C[C@H](C)[C@H](CN(C)C(=O)Nc2cccc3ccccc23)Oc2c(NC(=O)c3ccc(-c4nccs4)cc3)cccc2C1=O,-1.9,2,5,11,-9,7,96,17,-1,12
